Screening data (PubChem BioAssay)
M. tuberculosis – growth inhibition of non-replicating M. tuberculosis (AID 488890). Mycobacterium tuberculosis non-replicating, growth inhibition; higher % means a stronger effect. one-dose inhibition, % at 25 µM; IC50 in µM for titrated hits. hit rate 0.39% among 320,000; in the data active means a potency from the dose series; inconclusive means inhibition mostly from about 82% at the one dose, without a potency; inactive means the rest, 99 in 100 with inhibition below about 76%;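 further: plate controls were DMSO cells for no effect and high antibiotic wells for full effect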
H1N1 NS1A inhibition – H1N1 influenza NS1A inhibitors, functional cell based assay (AID 504329); NS1A functional cell-based assay, percent inhibition; higher % means a stronger effect; inhibition, % at 12.5 µM, or IC50 in µM where a hit was titrated; hit rate 0.3% among 340,000; in the data active means a potency from the dose series; inconclusive means inhibition above about 27% without an active follow-up result; further: strong numbers were not always called active
inhibitors of VEEV – inhibitors of VEEV TC-83 cytopathic effect, confirmation, Vero cells (AID 588727); Vero cells, VEEV TC-83 cytopathic effect inhibition; higher % means a stronger effect; one-dose inhibition, % at 20 µM; IC50 in µM for titrated hits; hit rate 0.13% among 350,000; in the data active means a potency from the dose series; inconclusive means inhibition mostly from about 14% at the one dose, without a potency; inactive means the rest, 99 in 100 with inhibition below about 12%; further: strong numbers were not always called active
PhoP GFP inhibition – PhoP regulon inhibitors, Salmonella typhi PhoP promoter GFP reporter, confirmatory (AID 1850); Salmonella Typhi PhoP-promoter GFP reporter, fluorescence, 4 h; higher % means a stronger effect; inhibition, % at 50 µM; hits with a dose series show IC50 in µM; hit rate 0.33% among 310,000; in the data active means a potency from the dose series; inconclusive means inhibition mostly from about 25% at the one dose, without a potency; inactive means the rest, 99 in 100 with inhibition below about 19%;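 further: 0% = induced wells with vehicle and 100% = uninduced wells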
M. tuberculosis HTS – M. tuberculosis growth inhibition, HTS (AID 449762); M. tuberculosis H37Rv growth inhibition, 7H9 media; higher % means a stronger effect; inhibition, % at 25 µM, or IC50 in µM where a hit was titrated; hit rate 0.59% among 330,000; in the data active means a potency from the dose series; inconclusive means inhibition above about 70% without an active follow-up result;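 further: bacterial growth assessed after seven days of incubation; strong numbers were not always called active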
Starred values were filed as active, the others as inactive; i = inactive; ? = inconclusive; . = not tested or not shown.

item	Compound	M. tuberculosis	H1N1 NS1A inhibition	inhibitors of VEEV	PhoP GFP inhibition	M. tuberculosis HTS
1	COc1cc(/C=C2\C(=N)N3N=CSC3=NC2=O)ccc1OS(=O)(=O)c1ccccc1	23%	-5%	1.2%	9%	-12%
2	CC1(C)NC(=O)N(c2ccccc2Cl)C1(C)NO (stereo not given)	1%	-8%	0.5%	-18%	-2%
3	Cc1ccc(Oc2ccc(NC(=O)CCC(=O)OCC(=O)c3cccs3)cc2)cc1C	11%	4%	1.4%	7%	-1%
4	O=C(CNCC1CCCO1)Nc1ccccc1N1CCOCC1 (stereo not given)	3%	4%	0.3%	-1%	0%
5	Cc1nn(-c2ccccc2)c(Cl)c1/C=C/C(=O)c1ccccc1	77%	12%	5.8%	3%	49µM*
6	O=C(CCSc1ccccc1)Nc1nc2c(s1)COc1ccccc1-2	.	15%	0.8%	-3%	-9%
7	CC(C)(C)OC(=O)N1CCNc2ccccc2C1	-2%	0%	i	4%	-2%
8	O=C(COC(=O)c1cc(Cl)ccc1O)NCCNC(=O)COC(=O)c1cc(Cl)ccc1O	-11%	11%	1.2%	11%	1%
9	CC1CCCCN1CCNC(=O)c1ccc2c(c1)N(Cc1cccc(Cl)c1)C(=O)c1ccccc1S2=O (stereo not given)	19%	5%	1.4%	-22%	12%
10	COC(=O)c1cc(OC)c(OC)cc1NCC(=O)Nc1cccc(C(F)(F)F)c1	21%	-3%	6.9%	2%	6%
11	COc1ccc(C(=O)NCCNc2ncc(C(F)(F)F)cc2Cl)cc1[N+](=O)[O-]	20%	-3%	7.3%	-5%	2%
12	CC(C)(C)c1cc(NC(=O)COC(=O)C2CC2)n(-c2ccccc2)n1	5%	-9%	0.4%	5%	8%
13	Cc1ccc(S(=O)(=O)n2cnc3ccccc32)cc1	-1%	-11%	1.0%	2%	-5%
14	N#Cc1c(NC(=O)/C=C/c2ccco2)sc2c1CCCC2	25%	-4%	11%	-7%	-4%
15	COc1ccccc1CNS(=O)(=O)c1c(C(=O)N2CCCCC2)c(C)n(C)c1C	0%	3%	0.5%	-1%	4%
16	COc1ccc(CCNC(=O)CS(=O)Cc2nc(-c3ccccc3Cl)oc2C)cc1OC (stereo not given)	3%	4%	2.4%	6%	8%
17	O=C(NCCCNc1ccc(C(F)(F)F)cc1[N+](=O)[O-])c1cc(F)c(F)cc1Cl	3%	7%	3.3%	-7%	1%
18	CCOC(=O)c1sc(=S)n(-c2ccc(OC)cc2)c1C	25%	.	0.2%	6%	-2%
19	Cc1nc(SCC(O)CCl)c([N+](=O)[O-])[nH]1 (stereo not given)	3%	-8%	0.7%	-11%	-4%
20	O=C(COC(=O)/C=C/c1ccc(F)cc1)NC1CCCC1	.	-13%	2.2%	.	.

Given with each value named: entries from further up
[6] O=C(CCSc1ccccc1)Nc1nc2c(s1)COc1ccccc1-2
- M. tuberculosis: .
- H1N1 NS1A inhibition: 15%
- inhibitors of VEEV: 0.8%
- PhoP GFP inhibition: -3%
- M. tuberculosis HTS: -9%
[18] CCOC(=O)c1sc(=S)n(-c2ccc(OC)cc2)c1C
- M. tuberculosis: 25%
- H1N1 NS1A inhibition: .
- inhibitors of VEEV: 0.2%
- PhoP GFP inhibition: 6%
- M. tuberculosis HTS: -2%

Going on with the list.
item	Compound	M. tuberculosis	H1N1 NS1A inhibition	inhibitors of VEEV	PhoP GFP inhibition	M. tuberculosis HTS
21	C[C@@H]1CN(S(=O)C(C)(C)C)[C@H](CCO)/C1=C\c1ccccc1 (stereo not given in full)	.	-19%	i	.	.
22	CCCSc1ccc([C@@H]2[C@@H]3C(=O)N(C)C(=O)[C@@H]3[C@]3(C(=O)OC)CCCCN23)cc1OC	-2%	1%	i	-33%	-1%
23	CCc1cc2c(=O)n(CC(=O)NCCc3ccc(OC)c(OC)c3)cnc2s1	-12%	7%	i	10%	-7%
24	S=C(N/N=C/c1ccc2ncccc2c1)Nc1cccnc1	-30%	-2%	4.1%	2%	-4%
25	COc1ccc(-n2nc3c(c2NC(=O)c2cc(Br)ccc2Cl)CS(=O)C3)cc1 (stereo not given)	.	1%	0.6%	2%	-13%
26	COCCN1C(=O)c2ccccc2C(C(=O)NCc2ccco2)C1c1c[nH]c2ccccc12 (stereo not given)	-5%	-1%	1.6%	15%	2%
27	CCN(Cc1ccc(C#CCCO)cc1)CC1CCCN(CCc2cccc(F)c2)C1 (stereo not given)	40%	3%	i	5%	6%
28	Cc1cc(C)cc(NC(=O)c2sc3nc(C)cc(C)c3c2N)c1	-6%	-4%	9.5%	-6%	5%
29	O=C(O)C1CCC(=O)N1Cc1ccc(F)cc1 (stereo not given)	-4%	-1%	0.3%	-4%	0%
30	C=CCSC1=NNC(c2ccc(C(C)(C)C)cc2)=NN1	10%	-18%	3.5%	2%	-1%
31	COCC(=O)N1CCC2CC1c1c(-c3ccc(C(F)(F)F)cc3)cccc12 (stereo not given)	.	7%	i	.	.
32	COc1cc(S(=O)(=O)NCc2ccccc2)ccc1F	-9%	-1%	1.6%	-3%	8%
33	Cc1ccc(-c2nn(C)c(=O)c3ccccc23)cc1CNC(=O)/C=C/c1ccccc1	49%	3%	5.3%	1%	33%
34	Cc1ccc(-n2nc3c(=O)n(C(C)C(=O)NCc4ccc(Cl)cc4)nc(C)c3c2C)cc1 (stereo not given)	59%	-8%	5.1%	2%	10%
35	CSc1ncc(CN2CCN(CC=C(C)C)C(CCO)C2)cn1 (stereo not given)	18%	-9%	i	-4%	7%
36	N#CC1=C(N)Oc2cc(N)ccc2C1c1ccccc1Cl (stereo not given)	6%	-2%	0.8%	-10%	2%
37	Cc1ccc(-c2nn(Cc3ccccc3)cc2C(=O)NCC2CCCO2)cc1 (stereo not given)	.	-4%	11%	.	.
38	Cc1cc(NC(=O)NCc2ccco2)ccc1NC(=O)NCc1ccco1	.	6%	i	.	.
39	Cn1c(CCNC(=O)C(C)(C)C)nc2ccccc21	-8%	-1%	1.8%	-1%	-7%
40	CC(C)N1C(=O)CCC1C(=O)O (stereo not given)	-18%	-2%	0.6%	-2%	2%
41	COc1cc(CNCCCN2CCOCC2)c(Br)cc1OC(C)C	-2%	5%	i	3%	0%
42	C/C(=N\NC(N)=S)c1cccnc1	6%	-1%	2.3%	-8%	-5%
43	Cc1ccc2cc(/C=N/NC(=O)c3ccc(F)cc3)c(Cl)nc2c1	-1%	-2%	0.8%	19%	-3%
44	O=C(Nc1cccc2ccccc12)N1CCN(c2ccc(F)cc2)CC1	-1%	1%	3.3%	-10%	-4%
45	CCOC(=O)C(=O)C1C(=O)Nc2ccccc21 (stereo not given)	4%	0%	i	-10%	3%
46	CC(=O)OC1CC[C@@]2(C)C(CCC3C2CC(=O)[C@@]2(C)C3CC3CC(C)=CC(=O)C32)C1 (stereo not given in full)	0%	-7%	0.1%	0%	-7%
47	CCOC(=O)c1ccc(COC(=O)CNC(=O)CNC(=O)c2ccc(OC)cc2)o1	-1%	-5%	0.7%	7%	-13%
48	COc1ccc(-n2nnnc2SCC(=O)Nc2nnn(C)n2)cc1	12%	8%	i	0%	2%
49	CCc1c(C)nc2c(-c3ccccc3)c(C)[nH]n2c1=O	46%	-6%	i	-6%	?
50	CCOc1ccc(-n2nc3ccc(NC(=O)c4ccc5c(c4)OCCO5)cc3n2)cc1	1%	3%	i	-2%	-11%
51	Cc1ccc(NC(=O)CSc2nnc(-c3cc(C)on3)o2)cc1	-12%	-6%	1.4%	-7%	3%
52	COCCn1cnc2c1c(=O)[nH]c(=O)n2Cc1ccccc1	.	-6%	1.2%	7%	-1%
53	C=CCC(C(=O)OC)(C(=O)OC)c1ccccc1[N+](=O)[O-]	0%	-2%	0.3%	1%	6%
54	CC(=O)c1cccc(NC(=O)CC2S/C(=N/N=C/c3ccccc3)NC2=O)c1 (stereo not given)	-8%	0%	0.2%	-4%	8%
55	O=C(CNC(=O)Cn1ccc2ccccc2c1=O)NCCCN1CCCCCC1	29%	-9%	1.7%	27%	-1%
56	CCCCn1c(N)c(N(CC(C)C)C(=O)c2cc(C)nc3ccccc23)c(=O)[nH]c1=O	-2%	-5%	2.1%	4%	0%
57	C[C@@H](C(=O)Nc1ccc2c(c1)OCCO2)n1nnc2ccccc2c1=O	-19%	-5%	0.8%	2%	-7%
58	CC(C)(C)OC(=O)C[C@@H]1C/C=C\C[C@@H](CC(=O)N[C@H](CO)Cc2ccccc2)C(=O)N2CCC[C@H]2COC1=O	26%	-1%	6.9%	.	6%
59	Cc1ccc2c(c1)C(c1ccccc1)=NCC(=O)N2	-4%	0%	i	0%	5%
60	COc1cccc(NC(=O)CCC2CCN(C(=O)C3CC=CCC3)CC2)c1 (stereo not given)	.	6%	i	-27%	1%

3 of the compounds above, with one line to a screen.
#52 COCCn1cnc2c1c(=O)[nH]c(=O)n2Cc1ccccc1
#53 C=CCC(C(=O)OC)(C(=O)OC)c1ccccc1[N+](=O)[O-]
#54 CC(=O)c1cccc(NC(=O)CC2S/C(=N/N=C/c3ccccc3)NC2=O)c1 (stereo not given)

assay / entry	52	53	54
M. tuberculosis	.	0%	-8%
H1N1 NS1A inhibition	-6%	-2%	0%
inhibitors of VEEV	1.2%	0.3%	0.2%
PhoP GFP inhibition	7%	1%	-4%
M. tuberculosis HTS	-1%	6%	8%

(more compounds)
item	Compound	M. tuberculosis	H1N1 NS1A inhibition	inhibitors of VEEV	PhoP GFP inhibition	M. tuberculosis HTS
61	NNC(=O)c1ccc2nc(-c3ccc(Br)cc3)cn2c1	37%	-8%	2.1%	-17%	4%
62	CN(C)c1ncc(S(=O)(=O)c2ccccc2)c(-c2ccccc2Cl)n1	12%	-9%	i	2%	3%
63	COc1ccc(C(=O)CSc2nccn2C)cc1	-16%	4%	2.4%	2%	0%
64	COc1ccc([C@H]2CC(=O)C=C(c3ccc(Oc4ccccc4)cc3)C2)cc1OC	6%	-14%	i	.	?
65	Cc1c(C(=O)NCCc2ccccc2)oc2ccccc12	31%	-7%	0.7%	-1%	2%
66	COC(=O)CCN1CCc2cc(N=Nc3ccc([N+](=O)[O-])cc3)ccc21	5%	.	i	-6%	20%
67	CCc1ccc(NC(=O)CCNC(=O)N2C[C@H]3C[C@@H](C2)c2cccc(=O)n2C3)cc1	13%	1%	0.9%	-5%	-9%
68	O=C1C=C(c2cccs2)CC(c2cccs2)C1n1cnc([N+](=O)[O-])c1 (stereo not given)	31%	1%	5.7%	-1%	-2%
69	CCN1C(=O)[C@@H]2[C@@H](c3ccc(-c4ccc(F)cc4)cc3)N3CCCC[C@@]3(C(=O)OC)[C@@H]2C1=O	22%	1%	0.3%	4%	5%
70	CC(=O)c1c(C)cc(C)c(CSc2nc(C)cc(=O)[nH]2)c1C	15%	-1%	31%	10%	-4%
71	O=C(NCC1CCCO1)/C(=C\c1cccs1)NC(=O)c1ccccc1 (stereo not given)	11%	-10%	4.9%	5%	4%
72	COc1ccc(N=C2CCCN2CC(N)=O)cc1	-15%	-2%	0.5%	7%	11%
73	CC1(C(=O)NC2CCCC2)CCC(=O)N1Cc1cccs1 (stereo not given)	3%	0%	i	8%	19%
74	O=C(Nc1ccc(NC(=O)C2CC2)nc1)c1ccncc1	-3%	3%	3.4%	-15%	-8%
75	CCOC(=O)NNc1ccccc1	74%	-9%	i	2%	90%
76	Cc1cc(C)c(S(=O)(=O)c2ccccc2)c(=O)[nH]1	-13%	-22%	0.6%	-3%	3%
77	COC(=O)C1=C(c2ccc(C(C)=O)cc2)C[C@@H]2CC[C@H]1N2C(=O)N1CCC(O)(c2ccc(Cl)cc2)CC1	26%	3%	7.1%	.	4%
78	CC(C(=O)Nc1ccc(S(N)(=O)=O)cc1)N1CCc2ccccc21 (stereo not given)	13%	1%	i	10%	27%
79	C#CCOc1ccc(/C=C2/C(=O)ON=C2C)cc1Cl	0%	-19%	i	11%	1%
80	O=C(Nc1cccc(C(F)(F)F)c1)c1cnccn1	67%	.	4.8%	-9%	16%
81	CCOC(=O)NN1C(=O)c2ccccc2NC1c1ccccc1O (stereo not given)	-5%	2%	3.9%	1%	0%
82	COc1ccc(NC(=O)CSc2nnc(-c3ccccc3C)n2N)cc1	40%	2%	3.4%	-2%	-8%
